Compound activity (PubChem)
influenza NS1A = H1N1 influenza NS1A inhibitors, functional cell based assay (AID 504329); NS1A functional cell-based assay, percent inhibition; higher % means a stronger effect; inhibition, % at 12.5 µM; hits with a dose series show IC50 in µM; 0.3% of 340,000 active; in the data active = a potency from the dose series; inconclusive = inhibition above about 27% without an active follow-up result; also: strong numbers were not always called active
M. tuberculosis HTS = M. tuberculosis growth inhibition, HTS (AID 449762). M. tuberculosis H37Rv growth inhibition, 7H9 media; higher % means a stronger effect. inhibition, % at 25 µM; hits with a dose series show IC50 in µM. 0.59% of 330,000 active; in the data active = a potency from the dose series; inconclusive = inhibition above about 70% without an active follow-up result;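 also: bacterial growth assessed after seven days of incubation; strong numbers were not always called active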
inhibitors of VEEV = inhibitors of VEEV TC-83 cytopathic effect, confirmation, Vero cells (AID 588727); Vero cells, VEEV TC-83 cytopathic effect inhibition; higher % means a stronger effect; 0.13% of 350,000 active; inhibition, % at 20 µM; hits with a dose series show IC50 in µM; in the data active = a potency from the dose series; inconclusive = inhibition mostly from about 14% at the one dose, without a potency; inactive = the rest, 99 in 100 with inhibition below about 12%; also: strong numbers were not always called active
Salmonella PhoP GFP = Inhibition of PhoP regulon, Salmonella typhi GFP reporter cells, confirmation, 4 h (AID 1850); Salmonella Typhi PhoP-promoter GFP reporter, fluorescence, 4 h; higher % means a stronger effect; inhibition, % at 50 µM, or IC50 in µM where a hit was titrated; 0.33% of 310,000 active; in the data active = a potency from the dose series; inconclusive = inhibition mostly from about 25% at the one dose, without a potency; inactive = the rest, 99 in 100 with inhibition below about 19%;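 also: 0% = induced wells with vehicle and 100% = uninduced wells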
M. tuberculosis = growth inhibition of non-replicating M. tuberculosis (AID 488890); Mycobacterium tuberculosis non-replicating, growth inhibition; higher % means a stronger effect; one-dose inhibition, % at 25 µM; IC50 in µM for titrated hits; 0.39% of 320,000 active; in the data active = a potency from the dose series; inconclusive = inhibition mostly from about 82% at the one dose, without a potency; inactive = the rest, 99 in 100 with inhibition below about 76%;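 also: plate controls were DMSO cells for no effect and high antibiotic wells for full effect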
inhibitors of VEEV 10K pilot screen = also measured in inhibitors of VEEV; calls as there; inhibition, %; measured here: 10K pilot screen inhibition
* hit, by the source's call; i = inactive; ? = inconclusive; . = no result given.

SMILES	influenza NS1A	M. tuberculosis HTS	inhibitors of VEEV	Salmonella PhoP GFP	M. tuberculosis	others
COc1ccccc1C(=O)/C=C/c1ccc(N2CCCCC2)c([N+](=O)[O-])c1	24%	?	13%	-7%	72%
CC(=O)Nc1ccc(N=Nc2ccc(O)cc2)cc1	0%	14%	3.4%	5%	58%
Cc1ccc(/C=C/c2ccc(N(C)C)cc2)[n+](C)c1	3%	-7%	i	-92%	37%
Cc1nc(SCC(=O)NC2CC2)c2c(C)c(C)sc2n1	6%	-3%	4.0%	6%	-4%
Cc1c(NC(=O)c2c([N+](=O)[O-])cnn2C)c(=O)n(-c2ccccc2)n1C	-8%	4%	0.7%	5%	-12%
Cc1ccc(Nc2nc(NCC3CCCO3)nc(N)c2[N+](=O)[O-])cc1 (configuration not stated)	1%	1%	2.0%	-9%	-1%
COC(=O)c1sc2nc(SCc3cccc(Cl)c3)n(N)c(=O)c2c1C	-4%	-1%	i	9%	-2%
Cc1ccccc1-n1c([C@@H]2C[C@H]2c2ccccc2)n[nH]c1=S	-23%	1%	2.2%	-16%	-8%
COc1ccc2[nH]c(=O)c(C(c3nnnn3C3CCCC3)N(C)C3CCCCC3)cc2c1 (configuration not stated)	-2%	-6%	9.5%	-6%	10%
CC(=NCCN1CCNCC1)C1=C(O)CC(C)(C)CC1=O	-1%	1%	i	-4%	5%
COc1ccc(OC)c(CC(NC(C)=O)C(=O)NC2CCN(c3cc(C)nc4ncnn34)CC2)c1 (configuration not stated)	.	-1%	.	-1%	7%
N#Cc1ncc(Cl)c2ccccc12	8%	-4%	1.9%	2%	-15%
Cc1ccc(C(=O)O/N=C(\N)c2nonc2N)cc1	-2%	-6%	0.1%	-11%	46%
COc1c(Cl)ccc(Cl)c1C(=O)NC(=S)N1CCOCC1	0%	-1%	0.8%	-9%	18%
CN(C)CCCN(C(=O)c1ccc(S(=O)(=O)N2CCCCCC2)cc1)c1nc2cc3c(cc2s1)OCCO3	9%	-4%	9.2%	1%	12%
COCc1nnc(NC(=O)c2cccc(NC(=O)c3ccccc3)c2)s1	4%	-7%	10%	7%	16%
O=C(OCC(=O)N1CCC(Cc2ccccc2)CC1)c1ccc(CO)cc1	-12%	1%	1.9%	.	36%
Cc1cccc(NC(=O)N2CCN(Cc3ccc(Cl)cc3)CC2)c1	-1%	-3%	1.6%	-2%	25%
CN(C)c1ccc(CN2CC=C(c3ccc(F)cc3)CC2)cc1	50µM*	5%	i	-12%	7%
CO/N=C/c1ccc(Oc2ccc([N+](=O)[O-])cc2[N+](=O)[O-])c(OC)c1	5%	2%	10.0%	-2%	50%
COc1ccccc1OCC(=O)N1CCCC(Nc2cccc(F)c2)C1 (configuration not stated)	-5%	0%	2.8%	-1%	-3%
CC(c1cccnc1)N(C(=O)Nc1ccccc1)C1CCCCC1 (configuration not stated)	-11%	-10%	1.0%	-12%	.
CC(C)c1nnc(NC(=O)CCC(=O)N2CCC(Cc3ccccc3)CC2)s1	-5%	11%	i	-7%	58%
Cc1ccc(Nc2nc(Cl)nc(N(C)C#N)n2)cc1	-6%	-1%	1.3%	5%	-5%
CC(C)(C)C(=O)Nc1nc2ccc(S(C)(=O)=O)cc2s1	7%	1%	1.6%	-7%	19%
Carrying on:
SMILES	influenza NS1A	M. tuberculosis HTS	inhibitors of VEEV	Salmonella PhoP GFP	M. tuberculosis	others
COc1ccc(CNC(=O)C2CCN(c3nc(OC)nc(OC)n3)CC2)cc1	0%	-5%	0.8%	-11%	9%
COc1ccc(S(=O)(=O)N2CCOCC2)cc1C(=O)N(C)Cc1ccccc1F	-20%	-3%	0.2%	.	6%
Cc1cccn2c(=O)c3cc(C#N)c(=N)n(CCCN4CCOCC4)c3nc12	5%	-7%	8.4%	-1%	6%
CC(C)(C)c1ccc(C(=O)NCC(=O)OCc2ccc([N+](=O)[O-])cc2)cc1	3%	-26%	1.4%	-8%	46%
NS(=O)(=O)c1ccc(NN=C2CCN(Cc3ccccc3)CC2)c([N+](=O)[O-])c1	1%	48%	1.3%	3%	4%
O=C(c1cccnc1)N1CCN(Cc2ccccc2Br)CC1	-5%	4%	2.1%	2%	0%
O=C(O)CSCCc1ccccn1	-16%	-1%	0.7%	-3%	-4%
COCCn1c(=O)[nH]c(=O)c2c1nc(-c1cc(Br)c3c(c1)OCO3)n2Cc1ccccc1	-2%	4%	6.6%	-12%	16%
COc1ccc(C(CNC(=O)C(C)c2ccc3cc(OC)ccc3c2)N(C)C)cc1 (configuration not stated)	5%	1%	i	11%	23%
Cc1cc(C(=O)N2CCCC(N3CCN(c4ccc(F)cc4)CC3)C2)c(C)o1 (configuration not stated)	3%	4%	i	2%	20%
Cc1ccc(C)c(NC(=O)COC(=O)CCNC(=O)c2ccco2)c1	-9%	4%	2.5%	.	-3%
O=S(=O)(Nc1nc2ccccc2nc1Cl)c1cccc(C(F)(F)F)c1	10%	-3%	2.0%	-1%	29%
O=C(CCCSc1nc2ccccc2[nH]1)NCc1ccccc1	-8%	-6%	i	5%	29%
Cc1nc(-c2ccccc2)sc1C(=O)Nc1ccccc1F	-15%	6%	2.7%	5%	21%
CCOc1ccccc1N1CCN(C(=O)c2cc(-c3cc(OC)ccc3OC)nc3ccccc23)CC1	19%	14%	13%	-10%	19%
Cc1nnsc1SCCNC(=O)c1ccc(F)cc1	-5%	9%	3.0%	-10%	2%
O=C(C(Br)=Cc1ccccc1)c1ccccc1	-15%	.	13%	.	.
Cc1ccc(NC(=O)Nc2ccc(F)cc2)nc1	4%	5%	5.8%	0%	7%
CC(C)n1cnc2c(NCc3ccccc3)cc(Cc3ccc(F)cc3)cc21	2%	27µM*	1.9%	.	42%
CCC1C(=O)NCCN1C(=O)c1ccc2nc(Cc3cccc(Cl)c3)oc2c1 (configuration not stated)	-7%	-6%	3.9%	-3%	-7%
Cc1cc(C)c(C)c(S(=O)(=O)N[C@@H](C)C(=O)OCC(=O)NC2CCCC(C)C2C)c1C (some centres not stated)	-1%	6%	1.8%	.	39%
CCOC(=O)Cn1c(=O)c2c(nc3n2CCCN3Cc2ccccc2)n(C)c1=O	-18%	4%	0.3%	-2%	-3%
C[N+](C)(C)CC(=O)N/N=C/c1c2ccccc2cc2ccccc12	-1%	7%	6.8%	10%	41%
Cc1nnc(-c2ccc(N3CCOCC3)c([N+](=O)[O-])c2)o1	-1%	-3%	i	.	5%
CC(=O)c1ccc(C(=O)N2CCCC(CCC(=O)N(C)CCc3ccccn3)C2)s1 (configuration not stated)	1%	-5%	0.6%	-6%	-1%	inhibitors of VEEV 10K pilot screen=1.2
Other compounds.
SMILES	influenza NS1A	M. tuberculosis HTS	inhibitors of VEEV	Salmonella PhoP GFP	M. tuberculosis	others
Cc1ccc(S(=O)(=O)N[C@@H](C)C(=O)OCC(=O)N2c3ccccc3NC(=O)C2(C)C)cc1	-10%	0%	0.1%	.	4%
CC12c3ccccc3C(c3ccccc31)C1C(=O)N(Cc3cccnc3)C(=O)C12 (configuration not stated)	0%	-3%	i	1%	19%
CCCCC(=O)Nc1ccc(C(=O)NNC(=O)c2ccccc2Br)cc1	-13%	-7%	2.8%	-6%	1%
COc1ccc(Cl)cc1NC(=O)CN(C)C(=O)c1sccc1-c1ccccc1	-2%	2%	8.1%	.	30%
CCOC(=O)c1cnc(SC)nc1Sc1ccccc1	-3%	-1%	4.2%	-3%	-6%
CCN(CC)CCNC(=O)c1ccc(NC(=O)C2CC(=O)N(c3ccc4c(c3)OCCO4)C2)cc1 (configuration not stated)	1%	5%	0.4%	-9%	10%
CCOC(=O)C1(CCC(C)C)CC(CSc2nc3ccccc3[nH]2)OC1=O (configuration not stated)	-2%	-1%	0.1%	-3%	-2%
COc1ccc(N2C(=O)c3cccc4cccc(c34)C2=O)cc1	2%	6%	1.0%	1%	-7%
COc1ccc(/C=C/C(=O)Nc2c(C)nn(C)c2C)cc1COc1ccc(Cl)cc1Br	0%	14%	5.3%	-3%	0%
Cc1cccc(/N=C/c2c(C)[nH]n(-c3ccccc3)c2=O)n1	-6%	-5%	0.0%	-2%	0%
O=C(NC1CC2CCCC(C1)N2Cc1ccccc1)C1CCCCC1 (configuration not stated)	6%	-1%	0.5%	5%	.
Cc1ccccc1-n1nc(C)c2cc(C(=O)N3CCN(S(=O)(=O)c4ccccc4)CC3)sc21	-3%	.	i	.	.
Cc1ccc(-c2nc(-c3cccnc3)sc2CC(=O)Nc2ccc(C)c(Cl)c2)cc1	-4%	17%	0.0%	1%	46%
Cc1ccc2nc(-c3cccc(Br)c3)cc(C(=O)Nn3cnnc3)c2c1	-4%	3%	1.0%	-9%	22%

A stretch from further up, as a working copy:
SMILES	influenza NS1A	M. tuberculosis HTS	inhibitors of VEEV	Salmonella PhoP GFP	M. tuberculosis	others
Cc1ccc(-c2nc(-c3cccnc3)sc2CC(=O)Nc2ccc(C)c(Cl)c2)cc1	-4%	17%	0.0%	1%	46%
Cc1ccc2nc(-c3cccc(Br)c3)cc(C(=O)Nn3cnnc3)c2c1	-4%	3%	1.0%	-9%	22%

A portion taken from the entries so far, for reference:
SMILES	influenza NS1A	M. tuberculosis HTS	inhibitors of VEEV	Salmonella PhoP GFP	M. tuberculosis	others
C[N+](C)(C)CC(=O)N/N=C/c1c2ccccc2cc2ccccc12	-1%	7%	6.8%	10%	41%
Cc1nnc(-c2ccc(N3CCOCC3)c([N+](=O)[O-])c2)o1	-1%	-3%	i	.	5%
CC(=O)c1ccc(C(=O)N2CCCC(CCC(=O)N(C)CCc3ccccn3)C2)s1 (configuration not stated)	1%	-5%	0.6%	-6%	-1%	inhibitors of VEEV 10K pilot screen=1.2
Cc1ccc(S(=O)(=O)N[C@@H](C)C(=O)OCC(=O)N2c3ccccc3NC(=O)C2(C)C)cc1	-10%	0%	0.1%	.	4%
CC12c3ccccc3C(c3ccccc31)C1C(=O)N(Cc3cccnc3)C(=O)C12 (configuration not stated)	0%	-3%	i	1%	19%
CCCCC(=O)Nc1ccc(C(=O)NNC(=O)c2ccccc2Br)cc1	-13%	-7%	2.8%	-6%	1%
COc1ccc(Cl)cc1NC(=O)CN(C)C(=O)c1sccc1-c1ccccc1	-2%	2%	8.1%	.	30%
CCOC(=O)c1cnc(SC)nc1Sc1ccccc1	-3%	-1%	4.2%	-3%	-6%
CCN(CC)CCNC(=O)c1ccc(NC(=O)C2CC(=O)N(c3ccc4c(c3)OCCO4)C2)cc1 (configuration not stated)	1%	5%	0.4%	-9%	10%
CCOC(=O)C1(CCC(C)C)CC(CSc2nc3ccccc3[nH]2)OC1=O (configuration not stated)	-2%	-1%	0.1%	-3%	-2%
COc1ccc(N2C(=O)c3cccc4cccc(c34)C2=O)cc1	2%	6%	1.0%	1%	-7%
COc1ccc(/C=C/C(=O)Nc2c(C)nn(C)c2C)cc1COc1ccc(Cl)cc1Br	0%	14%	5.3%	-3%	0%
Cc1cccc(/N=C/c2c(C)[nH]n(-c3ccccc3)c2=O)n1	-6%	-5%	0.0%	-2%	0%
O=C(NC1CC2CCCC(C1)N2Cc1ccccc1)C1CCCCC1 (configuration not stated)	6%	-1%	0.5%	5%	.
